GlmU inhibition: inhibition of mycobacterial GlmU enzyme – biochemical, glucosamine-1-phosphate acetyltransferase (AID 1376). M. tuberculosis GlmU acetyltransferase enzyme assay; higher % means a stronger effect. actives 0.25% (n = 220,000). inhibition, %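 (tested at 30 µM in the primary screen)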; hits with a dose series show IC50 in µM; in the data active = inhibition above about 13%;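 also: 0% = complete reaction with vehicle and 100% = reaction without substrate; strong numbers were not always called active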
Mtb RmlCD inh: M. tuberculosis RmlC/RmlD inhibition; P9WH09+P9WH11; RmlC+RmlD coupled enzyme assay, percent inhibition; primary screen in compound mixtures; inhibition, % at 3.6 µM; actives 0.03% (n = 160,000); in the data active = inhibition mostly above about 34%, no sharp cut-off; also: some results filed as inactive read as strong as hits
Target sequence (P9WH09 whole entry, looked up): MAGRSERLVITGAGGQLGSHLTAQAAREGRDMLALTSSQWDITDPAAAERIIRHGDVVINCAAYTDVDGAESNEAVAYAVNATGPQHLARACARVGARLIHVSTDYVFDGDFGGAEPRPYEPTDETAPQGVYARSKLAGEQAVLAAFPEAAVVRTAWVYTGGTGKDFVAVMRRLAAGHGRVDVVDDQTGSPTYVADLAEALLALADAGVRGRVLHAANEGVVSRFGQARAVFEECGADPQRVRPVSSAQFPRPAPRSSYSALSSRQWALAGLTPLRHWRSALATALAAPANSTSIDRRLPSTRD
Target sequence (P9WH11 whole entry, looked up): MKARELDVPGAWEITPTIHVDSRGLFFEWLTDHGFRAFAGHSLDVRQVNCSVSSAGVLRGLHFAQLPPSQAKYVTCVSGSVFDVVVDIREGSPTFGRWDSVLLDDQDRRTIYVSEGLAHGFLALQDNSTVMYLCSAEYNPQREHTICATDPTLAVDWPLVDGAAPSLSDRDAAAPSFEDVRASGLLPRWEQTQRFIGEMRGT
Numbers without * were called inactive; x = no result given; & = joins results of further samples.

(1) COc1cc(NC(=O)Cn2nc(C(F)(F)F)c3c2CCCC3)cc(OC)c1OC
(2) Cc1cnc(-c2nnc(N(C)C(=O)c3cccnc3)s2)cn1
(3) Cc1c(Cl)c([N+](=O)[O-])nn1CCCC(=O)Nc1cccc(Cl)c1
(4) O=C(NNC(=O)c1cccnc1SCc1cccc([N+](=O)[O-])c1)c1ccc(F)cc1
(5) O=C(NCCc1ccccc1)C(=O)NCC1OCCN1S(=O)(=O)c1ccccc1 (stereo not given)
(6) Cc1cc2nnc(SCC(=O)N3C(C)CCCC3C)n2c(N)n1 (stereo not given)

screen / no.	1	2	3	4	5	6
GlmU inhibition	0.5%	-2.8%	-3.9%	0.7%	0.5%	-1.1%
Mtb RmlCD inh	0	-8	0	x	4	7

Of the compounds above, these contain a halogen:
(1) COc1cc(NC(=O)Cn2nc(C(F)(F)F)c3c2CCCC3)cc(OC)c1OC
(3) Cc1c(Cl)c([N+](=O)[O-])nn1CCCC(=O)Nc1cccc(Cl)c1
(4) O=C(NNC(=O)c1cccnc1SCc1cccc([N+](=O)[O-])c1)c1ccc(F)cc1

screen / no.	1	3	4
GlmU inhibition	0.5%	-3.9%	0.7%
Mtb RmlCD inh	0	0	x

The main list resumes, repeating the 4 entries before the break.
(3) Cc1c(Cl)c([N+](=O)[O-])nn1CCCC(=O)Nc1cccc(Cl)c1
(4) O=C(NNC(=O)c1cccnc1SCc1cccc([N+](=O)[O-])c1)c1ccc(F)cc1
(5) O=C(NCCc1ccccc1)C(=O)NCC1OCCN1S(=O)(=O)c1ccccc1 (stereo not given)
(6) Cc1cc2nnc(SCC(=O)N3C(C)CCCC3C)n2c(N)n1 (stereo not given)
(7) CCOc1ccc(=O)n(-c2ccccc2)n1
(8) O=C(NNS(=O)(=O)c1ccc(Br)cc1)c1csnn1
(9) CCCn1nc(Oc2nc(NCC)nc(NC(C)C)n2)ccc1=O
(10) CCO[C@@H]1OC(C(=O)N2CCN(C)CC2)=C[C@H](C(C)(C)C)[C@H]1CCCO
(11) CCc1nc(N2CCN(C(=O)c3ccco3)CC2)c2c3c(sc2n1)CCCC3
(12) CCOC(=O)CC1C(=O)NCCN1S(=O)(=O)c1ccc(F)cc1 (stereo not given)

screen / no.	3	4	5	6	7	8	9	10	11	12
GlmU inhibition	-3.9%	0.7%	0.5%	-1.1%	1.0%	-3.0%	0.4%	5.6%	6.0%	-2.6%
Mtb RmlCD inh	0	x	4	7	x	x	x	x	6	12

(13) Cc1ccc(NC(=O)COC(=O)/C=C/c2ccco2)cc1S(=O)(=O)N(C)C
(14) Cc1ccc(-n2ncc3c(=O)[nH]c(SC(C)C)nc32)cc1
(15) CCCCN(CCCC)S(=O)(=O)c1ccc(C(=O)Nc2nnc(CSC)o2)cc1
(16) COC(=O)C1(Cc2ccccc2)NC(c2ccc(F)cc2)C2C(=O)N(C)C(=O)C21 (stereo not given)
(17) Cc1cccc2nc(C(F)(F)F)nc(=O)n12
(18) CN1CCc2c(sc3c2c(=O)n(-c2ccc(Cl)cc2)c2nncn32)C1

screen / no.	13	14	15	16	17	18
GlmU inhibition	-7.8%	-6.0%	2.1%	-3.8%	-5.3%	1.9%
Mtb RmlCD inh	-3	-9	1	x	58	x

(19) COc1ccc(C2=CC(=O)C=CC2=O)cc1
(20) CCOC(=O)NC(C(F)(F)F)(C(F)(F)F)P(=O)(c1ccccc1)c1ccccc1
(21) CCCCCCC(=O)Nc1nc(C)c(-c2csc(Nc3cc(Cl)ccc3C)n2)s1
(22) CCOC(=O)c1c(-n2c(C)cc(C=O)c2C)sc2c1CCCC2
(23) CCNC(=O)CCS(=O)(=O)c1ccc2ccccc2c1
(24) CCCc1nc2ccccc2c(C(=O)OCC(=O)NCc2ccco2)c1CC

screen / no.	19	20	21	22	23	24
GlmU inhibition	8.2%	4.3%	2.3%	5.3%	5.8%	7.8%
Mtb RmlCD inh	-11	1	x	-5	x	-9

(25) N#Cc1c2n(c(=S)n(-c3ccc(OC(F)F)cc3)c1=O)CCCCC2
(26) O=C(O)CCC(=O)NN1C(=O)c2ccccc2NC1c1ccc(F)cc1 (stereo not given)
(27) CCOC(=O)N1CCC(NS(=O)(=O)c2cc3c(cc2Cl)NC(=O)CO3)CC1
(28) CN(C)S(=O)(=O)c1cccc(NC(=O)COC(=O)COc2ccc(Br)cc2)c1
(29) CCC(=O)c1ccc(OCC(=O)Nc2nn3cnnc3s2)cc1
(30) COC(=O)c1ccc(NC(=O)CN2C(=O)CCC2=O)cc1

screen / no.	25	26	27	28	29	30
GlmU inhibition	-0.5%	-2.7%	1.4%	0.4%	4.1%	-0.8%
Mtb RmlCD inh	8	7	-2	x	x	44

(31) FC(F)(F)/C(=N\P(=S)(N1CCOCC1)N1CCOCC1)N1CCOCC1
(32) COC(=O)CS(=O)(=O)c1cc(Br)cc2c1N(C(C)=O)CC2
(33) COc1ccc(C)c2sc(=NC(=O)c3ccccc3)n(C)c12
(34) CCN(CC)C(=O)C1CCCN(c2ccc([N+](=O)[O-])cc2)C1 (stereo not given)
(35) COC(=O)c1ccc(N2CCN(C)CC2)c(NC(=O)c2cccnc2)c1
(36) COCCN(C(=O)Cn1nnc2ccccc21)C(C(=O)NC1CCCC1)c1cccc(OC)c1OC (stereo not given)

screen / no.	31	32	33	34	35	36
GlmU inhibition	2.3%	7.5%	x	5.8%	6.6%	1.3%
Mtb RmlCD inh	-10	10	-7	1	-11	3

By substructure, the entries above with a thiophene ring, fused or not (3)
(11) CCc1nc(N2CCN(C(=O)c3ccco3)CC2)c2c3c(sc2n1)CCCC3
(18) CN1CCc2c(sc3c2c(=O)n(-c2ccc(Cl)cc2)c2nncn32)C1
(22) CCOC(=O)c1c(-n2c(C)cc(C=O)c2C)sc2c1CCCC2

screen / no.	11	18	22
GlmU inhibition	6.0%	1.9%	5.3%
Mtb RmlCD inh	6	x	-5

Additional entries follow:
(37) CN(C(=O)Nc1ccc(Cl)cc1Cl)C1CCCC1
(38) CCOCCCNC(=O)C(c1ccccc1)N(Cc1ccc2c(c1)OCO2)C(=O)c1ccccc1O (stereo not given)
(39) CC12CCC(C(=O)Nc3ccc4c(c3)OCCO4)(OC1=O)C2(C)C (stereo not given)
(40) COc1ccc(C2NC(=O)NC(c3ccccc3)=C2c2nc3ccccc3s2)cc1 (stereo not given)
(41) C/C(=N\NC(=O)Cn1c(-c2ccccn2)nc2ccccc21)c1ccccc1
(42) FC(F)(F)c1nc2ccccc2nc1N/N=C\c1ccccc1

screen / no.	37	38	39	40	41	42
GlmU inhibition	0.3%	3.8%	3.2%	-2.0%	3.0%	x
Mtb RmlCD inh	x	x	-5	x	-5	6

(43) Cc1c(NC(=O)c2cc3c(=O)n4ccccc4nc3s2)c(=O)n(-c2ccccc2)n1C
(44) COc1ccc([N+](=O)[O-])cc1NC(=O)CCN1CCN(c2ccccc2OC)CC1
(45) CC1(C(=O)NCc2ccc(F)cc2)Oc2ccccc2NC1=O (stereo not given)
(46) COc1cccc(NC(=O)CSc2nncn2N)c1
(47) CN1CCN(C(=O)c2cc3nc(-c4ccc(Cl)cc4)cc(C(F)(F)F)n3n2)CC1
(48) O=C(COC(=O)c1ccco1)Nc1ccc2c(c1)OCCO2

screen / no.	43	44	45	46	47	48
GlmU inhibition	-4.3%	4.8%	-4.0%	-7.1%	0.6%	9.3%
Mtb RmlCD inh	29	9	8	8	x	x

(49) N=c1c[n+](N2CCOCC2)[n-]o1
(50) O=C(NC(NC(=S)Nc1cccc(C(=O)O)c1)C(Cl)(Cl)Cl)OCc1ccccc1 (stereo not given)
(51) CCSc1nnc(-c2sc3nnc(-c4ccccc4)c(-c4ccccc4)c3c2N)o1
(52) CCOC(=O)c1[nH]c(C)c(C(=O)OCC(=O)N2CCCCC2C)c1C (stereo not given)
(53) COc1cccc(Nc2nnc(SCc3nc4ccccc4s3)s2)c1
(54) Cc1cccn2cc(CCNS(=O)(=O)c3ccc4c(c3)OCCO4)nc12

screen / no.	49	50	51	52	53	54
GlmU inhibition	3.3%&5.3%	-1.8%	-7.6%	4.6%	-2.6%	-3.0%
Mtb RmlCD inh	x	-13	12	-9	39	3

(55) CC(=O)Oc1ccc(C2(C)CC(C)(C)NC(=S)N2C)c(OC(C)=O)c1 (stereo not given)
(56) CC(C)C(=O)NCCc1nc2ccccc2n1CCCOc1ccc(Cl)cc1
(57) COC(=O)C(NC(C)=O)(Nc1cc(C)ccn1)C(F)(F)F (stereo not given)
(58) CCCC(=O)Nc1ccccc1-c1nnn(CC(=O)Nc2ccc(OC)cc2)n1
(59) CCOc1ccc2c(c1)C(c1cccs1)=NNC(c1cccnc1)=N2
(60) COCCN1C(=O)N[C@@H](c2ccco2)C(C(C)=O)=C1C

screen / no.	55	56	57	58	59	60
GlmU inhibition	0.6%	-2.3%	2.8%	4.0%	-3.3%	-2.3%
Mtb RmlCD inh	-5	3	9	6	0	x

(61) C/C(Cc1ccccc1)=N\NC(=O)CNC(=O)c1ccc2c(c1)OCCO2
(62) CC1(C)C(=O)OC(c2c(F)c(F)c(F)c(F)c2F)C2(CCCCC2)C1=O (stereo not given)
(63) Cc1ccc(OP(=O)(Nc2c(C)n(C)n(-c3ccccc3)c2=O)Oc2ccc(C)cc2)cc1
(64) C=CCn1cnc2c(nnn2-c2ccc(Cl)cc2)c1=O
(65) O=C(NCc1ccccc1)NC1(C(=O)N2CCOCC2)CCCCC1
(66) Cc1noc(C)c1S(=O)(=O)Nc1ccc(C(=O)NC2CCCCCC2)cc1

screen / no.	61	62	63	64	65	66
GlmU inhibition	1.8%	0.1%	-1.0%	4.2%	3.1%	x
Mtb RmlCD inh	5	24	-5	28	-9	23

(67) CCSc1nnc(NC(=O)C(C)(C(F)(F)F)C(F)(F)F)s1
(68) COc1ccc(-n2c(SCC(=O)c3ccc[nH]3)nnc2-c2ccccc2)cc1
(69) COc1ccc(S(=O)(=O)Nc2ccccc2C(=O)NCc2ccco2)cc1Br
(70) S=C(NCc1ccncc1)NC1CCCC1
(71) CCCCNC(=O)OCC(CC)NC(=O)OC(C)C (stereo not given)
(72) Cc1ccc(/C=N/NC(=S)NC(C)C)o1

screen / no.	67	68	69	70	71	72
GlmU inhibition	-3.6%	-1.8%	-1.5%	1.2%	1.0%	-1.3%
Mtb RmlCD inh	x	x	-11	-3	x	-8

(73) Cc1cc(Cl)ccc1OCC(=O)Nc1ccccc1N1CCOCC1
(74) COc1ccccc1NC(=O)Nc1ccccc1Br
(75) O=C(NC1CCCCC1)c1ccccc1NC(=O)C1CC(=O)N(c2ccc(Cl)cc2)C1 (stereo not given)
(76) c1ccc(-c2noc(CC3CCCCC3)n2)nc1
(77) COc1cc(NC(=O)C2CCCN2C(=O)C2CCC(C)CC2)cc(OC)c1OC (stereo not given)
(78) COc1ccc2nc(C)cc(Nc3ccccc3O)c2c1

screen / no.	73	74	75	76	77	78
GlmU inhibition	5.4%	2.7%	-8.6%	-5.8%	-0.6%	-3.4%
Mtb RmlCD inh	16	x	x	10	x	x

(79) CCCCCCCCNC(=O)c1cccnc1SCC(=O)Nc1ccccc1OC
(80) CC12CN3CC(C)(CN(C1)C3c1ccccc1)C2O (stereo not given)
(81) Cc1cc(C)c(C)c(OCCOCCN2CCOCC2)c1
(82) CC1CC(C)CN(CC(=O)N2c3ccccc3CCc3ccccc32)C1 (stereo not given)
(83) C/C(CCc1ccccc1)=N\NC(=O)C(=O)Nc1cccc(Cl)c1
(84) COc1ccc(C(CCNCc2ccc(N(C)C)cc2)C(C)C)cc1 (stereo not given)

screen / no.	79	80	81	82	83	84
GlmU inhibition	-0.6%	3.0%	-2.3%	1.9%	-6.6%	-10%
Mtb RmlCD inh	1	-10	1	-5	4	9

(85) O=C(N/N=C/c1c(O)n(Cc2ccc(F)cc2)c(=O)[nH]c1=O)c1ccccc1O
(86) CN(CC(=O)Nc1ccc(S(N)(=O)=O)cc1)c1ccccc1
(87) O=C(CN1CCCC1)N1c2ccccc2C=Cc2ccccc21
(88) O=C(CNCCO)N1CCc2ccccc21
(89) O=C(CSc1nc2ccc([N+](=O)[O-])cc2[nH]1)NC1CCCCCC1
(90) O=C(N[C@@H](c1ccccc1)[C@@H]1C[C@H]1C(=O)NCc1ccccn1)OCc1ccccc1

screen / no.	85	86	87	88	89	90
GlmU inhibition	3.3%	7.0%	-3.6%	0.6%	-5.6%	-6.5%
Mtb RmlCD inh	x	9	-3	x	3	x

(91) COc1ccc(CCNC(=O)Cn2ccc3c(OC)cccc3c2=O)cc1OC
(92) COc1ccc(N2C(=O)C(Cl)=C(Nc3ccc(OC)cc3OC)C2=O)cc1
(93) Cc1cccc(NC(=O)COc2ccc(Br)cc2)n1
(94) COc1cccc(NC(=O)N2CCCC2C(=O)NCc2ccccc2F)c1 (stereo not given)
(95) CCOc1ccccc1C(=O)Nn1c(C2CCC2)nc2ccccc2c1=O
(96) Cc1ccccc1C(=O)Nc1ccccc1
(97) FC(F)(F)c1cnc(N2CCC(=NOCc3ccc(Cl)cc3)CC2)c(Cl)c1
(98) Cc1ccc(/C=C/C(=O)Nc2nccs2)o1

screen / no.	91	92	93	94	95	96	97	98
GlmU inhibition	1.6%	0.6%	3.5%	-0.5%	2.5%	-2.4%	5.4%	1.7%
Mtb RmlCD inh	x	x	x	x	x	x	x	1

From PubChem

The list is partial; the hit share may differ from the screen's.
